High-throughput results as filed in PubChem BioAssay.
NTR1 ag: NTR1-driven beta-arrestin-GFP spot formation – imaging, U2OS cells, high content, primary screen (AID 493036); P30989; 330,000 compounds, 0.17% hits; activation, % at 20 µM; agonist mode;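 active = activation at or above 40% of the spot to cytoplasm intensity ratio, with at least 20 cells analyzed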;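 note: 0% = DMSO without peptide and 100% = 100 nM NTR1 peptide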
Target sequence (P30989 whole entry, looked up): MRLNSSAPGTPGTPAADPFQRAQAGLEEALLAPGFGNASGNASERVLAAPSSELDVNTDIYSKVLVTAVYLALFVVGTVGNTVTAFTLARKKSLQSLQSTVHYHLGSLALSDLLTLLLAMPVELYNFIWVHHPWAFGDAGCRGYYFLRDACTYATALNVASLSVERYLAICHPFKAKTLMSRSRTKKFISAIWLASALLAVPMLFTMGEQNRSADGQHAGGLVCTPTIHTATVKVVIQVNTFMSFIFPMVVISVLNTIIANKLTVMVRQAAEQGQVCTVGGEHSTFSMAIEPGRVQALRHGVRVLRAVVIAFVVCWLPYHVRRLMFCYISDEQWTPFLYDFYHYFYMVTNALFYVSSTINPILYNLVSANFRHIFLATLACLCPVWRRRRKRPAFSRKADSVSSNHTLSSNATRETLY
K1F lysis inhibition: protection from phage-mediated lysis, alamar blue read-out – E. coli UTI89, K1F phage, bacterial capsule biogenesis inhibitors (AID 488966). 340,000 compounds, 0.02% hits. E. coli UTI89 K1F phage lysis, alamar blue, 2 h; higher % means a stronger effect. one-dose inhibition, % at 100 µM; IC50 in µM for titrated hits;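 active = phage lysis inhibition, versus mean bacterial control, above a set limit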;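 note: capsule biogenesis inhibitors block K1F phage lysis so surviving cells raise fluorescence; higher fluorescence means more inhibition of phage lysis; actives were called in the ten point dose series up to 300 µM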
NS5 inhibitors: flavivirus cap methylation enzyme inhibition – biochemical, confirmation dose response, primary screen (AID 588689). Dengue-2 NS5 methyltransferase capping enzyme assay, biochemical; higher % means a stronger effect. inhibition, % at 25 µM, or IC50 in µM where a hit was titrated. 340,000 compounds, 0.3% hits; in the data active = a potency from the dose series
NTR1 ag cell count 20 µM: second read-out of NTR1 ag, no call of its own (marks repeat the call); cell count; measured here: cell count, cytotoxicity flag
NS5 inhibitors pilot replicate: further read-out of NS5 inhibitors, marked with its call; inhibition, %; measured here: pilot screen replicate inhibition
* = called active by the depositor; i = inactive; [ ] = dose if it differs, or a comment. These rows are one share of the data (hit frequency here may not be typical).

Sample of the layout, 6 compounds:
SMILES	NTR1 ag	NTR1 ag cell count 20 µM	K1F lysis inhibition	NS5 inhibitors	others
Cn1c(N)c(C(=O)COC(=O)CNC(=O)c2ccccc2)c(=O)n(C)c1=O	-0.3	56	9.5%	1%
COc1ccc(CN2CCN(S(=O)(=O)c3ccccc3)CC2)c(OC)c1OC	1.5	49	0.1%	-3%
COc1ccc(-c2noc(CCC(=O)N3CCN(c4cccc(C)c4C)CC3)n2)cc1	2.1	58	0.3%	-6%	NS5 inhibitors pilot replicate=1.8
C[C@H](CO)N1C[C@H](C)[C@@H](CN(C)S(=O)(=O)c2ccc(F)cc2)Oc2ccc(NC(=O)NC3CCCCC3)cc2C1=O	1.2	43	0.1%	7%
COc1ccccc1NC(=O)C(C)OC(=O)Cc1ccsc1 (stereo not given)	-0.3	52	1.6%[50 µM]	-1%
O=c1cc(-c2ccccc2)oc2cc(O)cc(O)c12	8.4	85	0.3%	-13%

The whole of this part, repeating the preview:
SMILES	NTR1 ag	NTR1 ag cell count 20 µM	K1F lysis inhibition	NS5 inhibitors	others
Cn1c(N)c(C(=O)COC(=O)CNC(=O)c2ccccc2)c(=O)n(C)c1=O	-0.3	56	9.5%	1%
COc1ccc(CN2CCN(S(=O)(=O)c3ccccc3)CC2)c(OC)c1OC	1.5	49	0.1%	-3%
COc1ccc(-c2noc(CCC(=O)N3CCN(c4cccc(C)c4C)CC3)n2)cc1	2.1	58	0.3%	-6%	NS5 inhibitors pilot replicate=1.8
C[C@H](CO)N1C[C@H](C)[C@@H](CN(C)S(=O)(=O)c2ccc(F)cc2)Oc2ccc(NC(=O)NC3CCCCC3)cc2C1=O	1.2	43	0.1%	7%
COc1ccccc1NC(=O)C(C)OC(=O)Cc1ccsc1 (stereo not given)	-0.3	52	1.6%[50 µM]	-1%
O=c1cc(-c2ccccc2)oc2cc(O)cc(O)c12	8.4	85	0.3%	-13%
O=c1oc([C@@H](O)c2ccccc2)cc2ccccc12	-1.9	58	3.1%	-9%
COc1ccc(CC(=O)Nc2ccc(S(=O)(=O)N3CCC(C)CC3)cc2)c(OC)c1	-1.4	46	0.7%[50 µM]	-2%
COc1cccc(CNC(=O)CN2C(=O)NC(c3ccccc3)(c3ccccc3)C2=O)c1	2.8	63	0.4%[50 µM]	-7%
O=C(CN1C(=O)C(=O)N(Cc2ccco2)C1=O)Nc1ccc(F)c(F)c1F	-1.3	57	-0.2%[50 µM]	4%
C=C1c2ccccc2O[C@H](C(=O)OCC)[C@H]1OC	3.0	84	0.1%	-6%	NS5 inhibitors pilot replicate=4.5
C[C@@H]1COC(=O)[C@@H](Cc2ccc(F)cc2)C/C=C\C[C@@H](CC(=O)N(CCO)Cc2ccccc2)C(=O)N1	0.3	46	0.9%	-1%
CC(C)(C)OC(=O)C[C@H]1C/C=C\C[C@@H](CC(=O)NCCO)C(=O)NCCOC1=O	0.9	31	1.9%	7%
COc1ccc2c(CC(=O)NNC(=O)c3ccccc3F)coc2c1	0.0	78	-2.1%	-6%
O=C(O)C1CCN(C(=O)CSc2nnc(-c3ccccc3)o2)CC1	-0.4	70	1.1%[50 µM]	1%
CCOc1ccc(NC(=O)c2ccc3c(c2)C(=O)N(Cc2ccncc2)C3=O)cc1	1.6	73	0.5%[50 µM]	2%
COc1ccccc1NS(=O)(=O)c1cccc(C(=O)N/N=C(\C)c2ccncc2)c1	-0.4	51	0.8%[50 µM]	-6%
CCN(C[C@H]1N[C@@](Cc2ccccc2)(C(=O)OC)[C@H]2C(=O)N(Cc3ccccc3)C(=O)[C@@H]12)C(=O)COc1ccccc1	-0.4	56	-0.1%	1%
O=C(CCOc1ccccc1)Nc1ccc(Cl)c(S(=O)(=O)N2CCOCC2)c1	-0.3	70	0.6%[50 µM]	1%
COc1ccccc1N(CC(=O)Nc1ccc(Br)cc1F)S(=O)(=O)c1cccs1	5.7	62	-0.6%[50 µM]	-1%
COc1cc(O)c(C(=O)O)c(CCc2ccccc2)c1	-1.1	56	-0.1%	-4%	NS5 inhibitors pilot replicate=5.5
CSCCC(NC(=O)c1ccccc1Cl)C(=O)Nc1ccncc1 (stereo not given)	1.0	63	0.7%[50 µM]	8%
Cc1ccc(S(=O)(=O)N2CCCCC2)cc1NC(=O)CSc1ncccn1	0.2	54	0.6%[50 µM]	2%
CCCn1c(SCC(=O)N2CCc3ccccc32)n[nH]c1=O	1.1	32	-1.8%	2%
Cc1c(NC(=O)c2nn(CC(C)C)c(=O)c3ccccc23)c(=O)n(-c2ccccc2)n1C	0.3	91	1.4%[50 µM]	2%
Cc1ccc(S(=O)(=O)N2[C@@H](c3ccc(Br)cc3)C(C(=O)O)=CC[C@H]2c2cccs2)cc1	1.7	59	0.1%	20%
C=CC[C@H](CC(=O)NCCO)C(=O)N[C@H](COC(=O)[C@H](CC=C)CC(=O)OC(C)(C)C)c1ccccc1	0.9	60	2.7%	-7%
C=CC[C@H](CC(=O)NCCO)C(=O)N[C@@H](COC(=O)[C@@H](CC=C)Cc1ccc(F)cc1)Cc1ccccc1	3.5	41	0.0%	0%
Cc1ccc(C)c(S(=O)(=O)/N=C(/Nc2ccccc2)c2ccccc2)c1	2.0	62	-2.2%	4%
O=C1C2C3CCC(O3)C2C(=O)N1c1cc(OCC(F)F)cc([N+](=O)[O-])c1 (stereo not given)	0.9	70	1.7%[50 µM]	-4%
CS(=O)(=O)c1ccc(-c2sc3ccccc3c2C(=O)NCCCN2CCOCC2)cc1	0.3	56	0.2%	-4%	NS5 inhibitors pilot replicate=-5.2
O=C(COC(=O)c1ccc([N+](=O)[O-])o1)NC1CCCC1	1.1	45	-5.9%	-2%
O=S(=O)(c1c(Cl)cc(Br)cc1Cl)N1CCN(C(=S)NC2CC2)CC1	0.6	60	0.5%	1%
CCC(CO)Oc1cc(NCc2cccc(F)c2)c2ncn(C(C)C)c2c1 (stereo not given)	-1.9	44	-0.9%	0%
Cc1ccc(-n2nnnc2SCC(=O)NCC2CCCO2)cc1C (stereo not given)	1.5	49	1.0%[50 µM]	-1%
CCOc1cc(C(=O)OC(C(=O)NC(=O)NC)c2ccccc2)ccc1OCC(=O)N1CCOCC1 (stereo not given)	1.4	54	1.2%	-5%
COC(=O)[C@H](C(C)C)N(Cc1ccccc1)S(=O)(=O)CCN1CCCC1	-0.2	64	0.2%	-6%	NS5 inhibitors pilot replicate=2.1
CC1(C)O[C@@H]2[C@H](O1)[C@@H](COS(=O)(=O)O)O[C@H]2n1cc(Br)c(=O)[nH]c1=O	-0.6	45	1.2%	1%
C[C@H](CO)N1C[C@H](C)[C@@H](CN(C)S(=O)(=O)c2ccccc2)Oc2c(NC(=O)CCC(F)(F)F)cccc2C1=O	0.8	47	0.5%	-4%
CCCCN(C(=O)C1=CC=CN2CCS(=O)(=O)N=C12)c1ccccc1	0.4	71	0.3%[50 µM]	-7%

The list goes on; it opens with the 2 that closed the last part.
SMILES	NTR1 ag	NTR1 ag cell count 20 µM	K1F lysis inhibition	NS5 inhibitors	others
C[C@H](CO)N1C[C@H](C)[C@@H](CN(C)S(=O)(=O)c2ccccc2)Oc2c(NC(=O)CCC(F)(F)F)cccc2C1=O	0.8	47	0.5%	-4%
CCCCN(C(=O)C1=CC=CN2CCS(=O)(=O)N=C12)c1ccccc1	0.4	71	0.3%[50 µM]	-7%
CC(C)(C)OC(=O)N1CCCC(C(=O)Nc2cccc(C(=O)N3CCCC3)c2)C1 (stereo not given)	-1.3	57	0.6%	-8%
Cc1ccccc1Nc1nnc(SCC(=O)c2c(N)n(C3CC3)c(=O)[nH]c2=O)s1	-0.3	63	0.3%[50 µM]	-7%
Cc1ccc(S(=O)(=O)N2CCOCC2)cc1NC(=O)COC(=O)COc1ccccc1[N+](=O)[O-]	2.1	59	-2.6%	-4%
O=C(COC(=O)[C@H](Cc1ccccc1)NC(=O)c1ccco1)Nc1ccccc1OC(F)F	0.9	52	0.2%[50 µM]	-13%
COc1cc(C(=O)N[C@H](C(=O)NC2CCCc3ccccc32)C(C)C)cc(OC)c1OC (stereo not given in full)	0.4	63	0.0%[50 µM]	8%
COc1ccc(CN2c3c(Br)cccc3C(=O)CS2(=O)=O)cc1	-0.1	60	0.1%	-4%	NS5 inhibitors pilot replicate=-2.1
COc1ccc(N2CCN(C(=O)COC(=O)c3cccc(OC)c3O)CC2)cc1	0.9	55	0.7%	-1%
COc1ccc(S(N)(=O)=O)cc1C(=O)NNC(=O)C1COc2ccccc2O1 (stereo not given)	1.7	63	-0.7%	-1%
CC[C@@]1(C(=O)OC)N[C@H](CN(C)C(=O)Nc2ccccc2)[C@@H]2C(=O)N(Cc3ccccc3)C(=O)[C@@H]21	3.3	57	0.2%	-2%	NS5 inhibitors pilot replicate=1.5
COc1ccc(NC(=O)C23CC4CC(CC(Cl)(C4)C2)C3)cc1S(=O)(=O)N1CCOCC1	1.3	62	-1.6%	2%
O=C(COC(=O)c1cc[n+]([O-])cc1)Nc1ccc([N+](=O)[O-])cc1C(F)(F)F	1.2	78	1.4%[50 µM]	3%
CCNc1nnc(SCC(=O)c2cc(C)n(C3CC3)c2C)s1	-1.0	72	2.0%[50 µM]	-5%
C[C@@H]1CN([C@@H](C)CO)C(=O)c2cc(NS(C)(=O)=O)ccc2O[C@H]1CN(C)Cc1ccc(Oc2ccccc2)cc1	-2.1	43	-0.6%	2%
Cn1cc(S(=O)(=O)NC[C@H]2O[C@@H](n3cnc4c(N)ncnc43)[C@H](O)[C@@H]2O)cn1	4.1	26	0.1%	-7%	NS5 inhibitors pilot replicate=-6.7
Cc1nc2ccc(NC(=O)[C@@H](NC(=O)c3c(F)cccc3F)C(C)C)cc2s1	0.8	40	0.4%[50 µM]	-24%
C=CC[C@@H](CC(=O)N(CCO)Cc1ccccc1)C(=O)N[C@@H](C)COC(=O)[C@@H](CC=C)Cc1ccc(F)cc1	3.7	57	0.8%	-7%
C[C@H]1COC(=O)[C@@H](CC(=O)OC(C)(C)C)C/C=C\C[C@@H](CC(=O)N[C@H](CO)Cc2ccccc2)C(=O)N1	0.1	59	0.9%	2%
CC[C@]12c3[nH]c4ccc(Cl)cc4c3CCN1C(=O)[C@@H](CC(=O)NCc1ccco1)C[C@@H]2C(=O)N1CCN(C(=O)c2ccco2)CC1	-0.3	50	0.1%	7%	NS5 inhibitors pilot replicate=0.0
COc1ccc(/C=C/C(=O)OCC(=O)NC(C)CCc2ccccc2)cc1OC (stereo not given)	0.5	60	0.3%[50 µM]	-1%
COc1ccc([C@H]2C(C(=O)O)=C[C@@H](CC3CCCC3)N2S(=O)(=O)c2ccc(C)cc2)cc1OC	0.1	50	0.1%	3%	NS5 inhibitors pilot replicate=-1.2
Brc1cccc(CNn2cnnc2)c1	2.8	46	i	9%
C[C@H](CO)N1C[C@H](C)[C@@H](CN(C)C(=O)Nc2ccc(C(F)(F)F)cc2)Oc2ccc(NS(=O)(=O)c3cccs3)cc2C1=O	-0.6	74	-0.1%	-10%
C=C(C)C(O)CC/C(C)=C/Cc1c(O)ccc(C(=O)/C=C/c2ccc(O)cc2)c1O (stereo not given)	25	62	-7.2%	-1%
Nc1c(N(CCCO)C(=O)C2CCCCC2)c(=O)[nH]c(=O)n1Cc1ccccc1	-0.9	58	0.4%[50 µM]	-5%
COc1ccc(C(=O)NC(C)c2cccnc2)cc1S(=O)(=O)N(C)Cc1ccccc1 (stereo not given)	0.5	67	-0.1%[50 µM]	-1%
O=C(CN1C(=O)NC2(CCCC2)C1=O)NCc1cccc(Cl)c1	4.1	61	-1.9%	-8%
CC(=O)Nc1sc(C)c(C)c1C(=O)OCC(=O)N(CCC#N)c1cc(C)cc(C)c1	7.6	52	1.1%[50 µM]	6%
CCC(CO)Oc1cc(NC(=O)c2cccc3ccccc23)c2ncn(C(C)C)c2c1 (stereo not given)	0.1	51	-0.1%	-5%
CCOC(=O)C1=CN(Cc2cccc(Br)c2)S(=O)(=O)N(CC)C1C (stereo not given)	2.5	53	-0.2%	-3%	NS5 inhibitors pilot replicate=-3.6
CN(c1ccc(C(=O)COC(=O)C2CC2)cc1)S(C)(=O)=O	1.7	39	-2.8%	2%
Cc1ccc(NC(=O)c2c(C)noc2C)cc1S(=O)(=O)N1CCOCC1	1.2	78	-0.9%	-6%
O=C(CNC(=O)c1ccc(Cl)cc1Cl)OC1CCCCC1=O (stereo not given)	3.6	58	1.0%[50 µM]	7%
CC(=O)c1c(C)[nH]c(C(=O)OCC(=O)c2ccc3c(c2)NC(=O)CO3)c1C	0.5	51	1.0%[50 µM]	-8%
CCc1ccccc1NC(=O)CN(C)C(=O)COC(=O)c1c(Cl)cccc1Cl	2.1	49	0.8%[50 µM]	-10%
CC(C)=CCC/C(C)=C/CNC(=O)C[C@H]1C[C@H](C(=O)N2CCOCC2)[C@@]2(C)c3[nH]c4cc(CCC(=O)N(C)C)ccc4c3CCN2C1=O	-0.1	58	0.0%	-2%	NS5 inhibitors pilot replicate=-1.2
